Source: PubChem BioAssay
USP1 inh = Inhibitors of USP1/UAF1: Primary Screen. recombinant USP1/UAF1, Ub-Rhodamine cleavage fluorescence. 390,000 compounds, 0.23% hits. Potency, µM (titrated, usually from 57.1 µM), without a hit: at the highest dose activity change, negative = inhibition, actives largely listed as inhibitors. Ubiquitin carboxyl-terminal hydrolase 1 (Homo sapiens), O94782; note: % is set by controls: 0 for no effect and ±100 for the full control effect; nearly all actives have a fitted effect of over 60% in size; inactives centre near -12
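In this screen, compounds sit with the deubiquitinase complex (1nM) for 15 min at room temperature before Ub-Rho is added at 150nM final. Fluorescence rise is then followed for 6 reads every 60 seconds.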
Vif-A3F inh = qHTS for Inhibitors of Vif-A3F Interactions: qHTS; HeLa A3F-eYFP + Vif (tagged APOBEC3F with the HIV-1 protein that degrades it), YFP fluorescence increase; Potency, µM (doses to about 46.1 µM), for inactives: at the top dose activity, negative = active; 390,000 compounds, 0.2% hits; note: % of control where 0% means no effect; nearly all actives have a fitted effect of over 65% in size
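HeLa cells stably expressing Vif plus C-terminally eYFP-tagged A3F were seeded, incubated overnight at 37 deg C, dosed with compound, incubated overnight again at 37 deg C. Yellow fluorescence (Ex 488/Em 500-530) reported blocked Vif-mediated A3F-eYFP degradation.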
mIDH1 inhibitor = qHTS for Inhibitors of mutant isocitrate dehydrogenase 1 (IDH1): qHTS; 390,000 compounds, 0.093% hits; Potency, µM (titrated, usually from 76.6 µM), without a hit: top-dose activity change, negative = inhibition, most hits filed as inhibitors; AID 602179, 2012; IDH1-R132H enzyme, NADPH consumption, diaphorase/resazurin fluorescence; Isocitrate dehydrogenase [NADP] cytoplasmic (Homo sapiens), O75874; note: % is set by controls: 0 for no effect and ±100 for the full control effect; nearly all actives have a fitted effect of over 65% in size
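IDH1-R132H (0.5 ug/mL dispensed) in pH 7.5 Tris buffer was preincubated 30 min with compound, then given a substrate mix of 0.016 mM NADPH and 2 mM alpha-KG for 80 min at room temperature; remaining NADPH was read by diaphorase/resazurin fluorescence.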
12-LOX inh = Primary qHTS assay for inhibitors of human arachidonate 12S-lipoxygenase (ALOX12): Round 2 | 580,000 compounds, 1.1% hits | Polyunsaturated fatty acid lipoxygenase ALOX12 (Homo sapiens), P18054 | Potency, µM (doses to about 108 µM), without a hit: top-dose activity change, negative = inhibition, hits mostly inhibitors | purified 12hLO, xylenol orange hydroperoxide absorbance; note: % is set by controls: 0 for no effect and ±100 for the full control effect
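Purified human 12hLO (150 nM final) in 25 mM Hepes, 0.01% Triton X-100, pH 7.0 was preincubated 15 min at room temperature with compound. Then 40 uM arachidonic acid was added, 30 min. Hydroperoxide was read by Fe-XO absorbance ratio 573/405 nm.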
TrxR1 inh = qHTS Assay for Inhibitors of Mammalian Selenoprotein Thioredoxin Reductase 1 (TrxR1): qHTS; recombinant rTrxR1, NADPH fluorescence consumption, selenite substrate; Potency, µM (doses to about 114 µM), inactives show top-dose activity change, negative = inhibition, usual class: inhibitors; 390,000 compounds, 1% hits; AID 588453, 2011; note: % is set by controls: 0 for no effect and ±100 for the full control effect; nearly all actives have a fitted effect of over 65% in size
Target sequence (O89049 whole entry, looked up): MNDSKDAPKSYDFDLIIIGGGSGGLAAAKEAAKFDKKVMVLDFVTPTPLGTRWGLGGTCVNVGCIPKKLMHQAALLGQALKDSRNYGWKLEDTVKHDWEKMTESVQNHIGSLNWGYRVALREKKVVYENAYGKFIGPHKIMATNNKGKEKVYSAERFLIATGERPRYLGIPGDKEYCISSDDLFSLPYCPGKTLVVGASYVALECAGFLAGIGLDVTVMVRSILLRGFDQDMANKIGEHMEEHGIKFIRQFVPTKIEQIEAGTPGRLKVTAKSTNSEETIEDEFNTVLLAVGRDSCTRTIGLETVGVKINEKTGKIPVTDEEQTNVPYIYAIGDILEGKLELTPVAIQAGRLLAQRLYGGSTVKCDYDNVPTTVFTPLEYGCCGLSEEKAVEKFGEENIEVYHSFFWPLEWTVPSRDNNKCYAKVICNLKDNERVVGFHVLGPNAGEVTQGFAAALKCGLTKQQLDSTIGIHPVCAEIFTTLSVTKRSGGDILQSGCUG
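Rat TrxR1 (90 nM in the dispensed reagent) was pre-reduced with 400 uM NADPH for 5 min at room temperature, then incubated with compound for 15 min. After 400 uM selenite was added, NADPH fluorescence (Ex 340/Em 450 nm) was followed for 8 min.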
TrxR1 substrate = qHTS Assay for Substrates of Mammalian Selenoprotein Thioredoxin Reductase 1 (TrxR1): qHTS. Thioredoxin reductase 1, cytoplasmic (Rattus norvegicus), O89049. purified TrxR1 substrate turnover, NADPH consumption readout. Potency, µM (series often up to 114 µM), without a hit: at the highest dose activity change, negative = substrate turnover. 390,000 compounds, 0.01% hits. AID 588456, 2011; note: % is set by controls: 0 for no effect and ±100 for the full control effect; nearly all actives have a fitted effect of over 50% in size
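Rat TrxR1, dispensed at 90 nM, was prereduced with 400 uM NADPH (final) for 5 min at ~22 deg C, then incubated with compound 15 min before 400 uM selenite. A first-read NADPH fluorescence drop versus no-compound background flagged substrates.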
RGS4 inh = Inhibitors of Regulator of G Protein Signaling (RGS) 4: qHTS; 390,000 compounds, 0.039% hits; Potency, µM (doses to about 114 µM), for the others: at the top dose activity change, negative = inhibition, hits mostly inhibitors; Regulator of G-protein signaling 4 (Homo sapiens), P49798; Transcreener GDP fluorescence polarization, RGS4-accelerated GTP hydrolysis; note: % is set by controls: 0 for no effect and ±100 for the full control effect; nearly all actives have a fitted effect of over 75% in size; some results filed as inactive show a strong effect at the top dose
Target sequence (P49798 whole entry, looked up): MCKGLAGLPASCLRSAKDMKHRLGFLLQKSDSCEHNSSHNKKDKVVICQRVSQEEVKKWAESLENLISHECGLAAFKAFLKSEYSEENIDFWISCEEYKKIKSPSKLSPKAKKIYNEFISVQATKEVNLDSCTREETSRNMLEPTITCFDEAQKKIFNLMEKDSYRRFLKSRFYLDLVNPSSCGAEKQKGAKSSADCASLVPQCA
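MLSMR compounds (23 nl, pin-transferred) preincubated 10 min at room temperature with a 500nM (2x) first reagent, then RGS4 at 900nM (2x) plus Transcreener GDP mix added; fluorescence polarization (620/688 nm) read before and after 90 min at 30 °C.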
Vif-A3G inh = qHTS for Inhibitors of Vif-A3G Interactions: qHTS. DNA dC->dU-editing enzyme APOBEC-3G (Homo sapiens), Q9HC16. HeLa A3G-eYFP + Vif (tagged APOBEC3G with the HIV-1 protein that degrades it), YFP fluorescence, overnight. 410,000 compounds, 0.076% hits. Potency, µM (titrated, usually from 46.1 µM), for inactives: top-dose activity, negative = active, hits mostly inhibitors;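 note: % is set by controls: 0 for no effect and ±100 for the full control effect; nearly all actives have a fitted effect of over 60% in size; hits raise eYFP signal because A3G escapes Vif-driven loss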
Target sequence (Q9HC16 whole entry, looked up): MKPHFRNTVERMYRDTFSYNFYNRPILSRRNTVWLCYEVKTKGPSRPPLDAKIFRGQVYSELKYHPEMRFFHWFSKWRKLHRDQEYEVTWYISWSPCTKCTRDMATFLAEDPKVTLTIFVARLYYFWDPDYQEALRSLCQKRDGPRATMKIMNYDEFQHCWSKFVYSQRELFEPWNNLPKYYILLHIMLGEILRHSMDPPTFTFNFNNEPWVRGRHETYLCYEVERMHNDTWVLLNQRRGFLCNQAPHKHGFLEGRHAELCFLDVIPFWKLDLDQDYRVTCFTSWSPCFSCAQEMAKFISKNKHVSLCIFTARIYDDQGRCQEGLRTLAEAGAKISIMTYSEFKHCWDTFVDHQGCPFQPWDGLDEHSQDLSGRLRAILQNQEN
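HeLa cells stably expressing Vif and C-terminally eYFP-tagged A3G, seeded overnight at 37 deg C, then exposed to compound by pintool overnight at 37 deg C. Rise in yellow fluorescence (Ex 488/Em 500-530, Acumen) marks blocked Vif-driven A3G degradation.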
RXFP1 agonist = qHTS Assay for Agonists of the Relaxin Receptor RXFP1. Relaxin receptor 1 (Homo sapiens), Q9HBX9. HEK293T-RXFP1 cAMP TR-FRET, 30 min; response scale: percent of porcine relaxin response, buffer zero. Potency, µM (series often up to 57.5 µM), for inactives: at the top dose activation, usual class: activators. 370,000 compounds, 0.3% hits. AID 2676, 2010; note: % is set by controls: 0 for no effect and ±100 for the full control effect; nearly all actives have a fitted effect of over 60% in size; many of its hits are not listed in these tables
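HEK293 cells stably expressing RXFP1, treated 30 min at 37C with compounds plus PDE4 inhibitor Ro 20174; cAMP measured by HTRF TR-FRET. Normalized to buffer and 29 nM porcine relaxin; EC50 by Hill fit.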
* = called active by the depositor; ? = inconclusive; / = no result given; [ ] = dose if it differs, or a comment. Calls come from the whole dose curve; as a rule, active = well fitted curve in the direction sought with a large enough effect; inconclusive = small, poorly fitted or top-dose-only effect, or another doubt; inactive = no such curve, though single readings can be large; an effect the other way counts as inactive or inconclusive. Potency is the fitted concentration of half-maximal effect.

SMILES	USP1 inh	Vif-A3F inh	mIDH1 inhibitor	12-LOX inh	TrxR1 inh	TrxR1 substrate	RGS4 inh	Vif-A3G inh	RXFP1 agonist
O=C1c2ccccc2NC(c2ccc(-c3ccc(Br)cc3)o2)N1O (stereo not given)	-21%	-11%	11%	20µM*	-6%	10%	5%	-4%	2.4%
Cc1cccc(C(c2c(C)nn(-c3ccccc3)c2N)c2c(C)nn(-c3ccccc3)c2N)c1	-20%	-1%	-1%	-11%	-1%	-2%	12%	-9%	0.8%
FC(F)(F)c1cnc(-c2cnc3c(-c4ccc(Cl)cc4)cnn3c2)c(Cl)c1	-3%	2%	7%	26%	-4%	-7%	9%	2%	-0.4%
Cc1ccc(OCCn2cnc(Cl)c2Cl)cc1	-20%	?	5%	0%	18%[57.1 µM]	6%[57.1 µM]	-49%	-5%	1.0%
O=C1CCC/C(=N/NC(=O)C2CCN(S(=O)(=O)c3cccs3)CC2)C1	-21%	9%	10%	-2%	8%	8%	6%	-2%	0.5%
CCN(CC(=O)Nc1ccc(N2CCOCC2)cc1)Cc1nc2ccccc2c(=O)[nH]1	2%	1%	-7%	-11%	-11%[57.1 µM]	1%	2%	-6%	7.4%
COc1ccc(/C=C\c2onc(C)c2S(=O)(=O)N2CCC(C(=O)Nc3ccc(F)cc3F)CC2)cc1	-14%	0%	-13%	-21%	21%	6%	4%	-4%	0.2%
CCCCSCCCNC(=O)c1c[nH]c2ccc(S(=O)(=O)Nc3cccc(OC)c3)cc2c1=O	-8%	3%	-15%	-9%	20%[57.1 µM]	0%[57.1 µM]	-43%	6%	1.3%
CCOC(=O)C1=CN(C)CCC1=O	-17%	8%	-8%	-10%	-4%	-11%	-12%	0%	/
CC1Cc2cc(/C(O)=C3/C(=O)C(=O)N(CCN4CCOCC4)C3c3ccc(C(C)C)cc3)ccc2O1 (stereo not given)	-21%	-1%	0%	0%	-6%	-2%	-7%	2%	13%
CCOC(=O)c1cc(S(=O)(=O)N2CCN(c3ccccc3F)CC2)[nH]n1	-23%	-2%	26%	-20%	27%[57.1 µM]	9%[57.1 µM]	-3%	5%	1.6%
COc1ccc(CCNC(=O)CCCn2c(=S)[nH]c3cc4c(cc3c2=O)OCO4)cc1OC	-28%	-4%	3%	-5%	/	/	/	1%	/
COc1ccc(OCC(=O)Nc2ccc3c(c2)N(C)C(=O)c2ccccc2S3)cc1	-18%	1%	-14%	-9%	5%[57.1 µM]	-9%[57.1 µM]	25%	1%	0.6%
COc1ccc(CN2CCN(C(=O)c3cc(C4CC4)nn3-c3ccccc3)CC2)cc1F	-16%	-4%	4%	49%[activator]	17%	1%	1%	0%	3.3%
Cc1cc(Nc2ccccc2C(=O)O)n(-c2cccc(Cl)c2)n1	3%	-3%	-2%	0%	-5%	-5%	17%	-3%	-1.9%
O=C(CN1CCN(Cc2ccccc2Cl)C1=O)NCc1ccco1	-19%	-6%	0%	0%	-18%[57.1 µM]	20%[57.1 µM]	-21%	-4%	1.9%
CN1CCc2c(sc3c2C(=O)NC(c2ccc(OC(=O)c4ccccc4)cc2)N3)C1 (stereo not given)	-22%	2%	11%	139%[activator]	-16%	7%	?	-24%	-0.2%
Cc1ccc(-c2nn(-c3ccc(F)cc3)c3c2cnc2cc(F)c(F)cc23)cc1	-8%	-1%	-5%	-2%	-14%	-8%	12%	-1%	4.8%
CCCn1cc(SCC(N)=O)c2ccccc21	-30%	0%	6%	21%	16%[57.1 µM]	7%[57.1 µM]	7%	-1%	-0.3%
CC(=O)Nc1nc2ccccc2n1Cc1ccccc1	-1%	-9%	0%	7%	9%	4%	10%	-13%	2.6%
Cc1ccc(NC(=O)CN2CCC3(O)CCCCC3C2c2ccc3c(c2)OCO3)c(C)c1 (stereo not given)	-19%	-1%	-4%	-1%	13%	8%	3%	3%	1.9%
CN1C(=O)[C@H]2[C@@H](c3ccc(F)cc3)N3C(=O)c4ccccc4NC(=O)[C@@]3(C)[C@H]2C1=O	15%	2%	-1%	/	7%[57.1 µM]	6%[57.1 µM]	26%	-4%	-0.3%
CCc1cc(=O)oc2cc(OCC(=O)NCCCN3CCCC3=O)ccc12	-16%	0%	-8%	10%	17%	27%	16%	5%	3.3%
CC(NC(=O)CCc1nc2cc(S(=O)(=O)N3CCOCC3)ccc2n1C)c1ccc(S(N)(=O)=O)cc1 (stereo not given)	-2%	3%	14%	120%[activator]	-10%	-10%	-10%	0%	-2.0%
COc1ccccc1N(Cc1cc(=O)[nH]c2ccccc12)C(=O)c1ccc([N+](=O)[O-])cc1	-14%	-13%	-8%	0%	8%	-3%	-7%	0%	-1.0%
Cc1ccc(S(=O)(=O)N(CC(O)CN(C)C)c2ccccc2)cc1 (stereo not given)	-8%	-16%	2%	-11%	1%[57.1 µM]	5%[57.1 µM]	-25%	0%	0.0%
CCCC/C=C/C(NC(=O)c1ccc(C(=O)OC)cc1)c1ccccc1 (stereo not given)	-19%	5%	-1%	-37%	-1%[57.1 µM]	-2%	7%	-3%	/
O=C(N/N=C/C(Cl)=C/c1ccccc1)c1ccccn1	-12%	-6%	3%	6%	-3%[57.1 µM]	1%[57.1 µM]	-21%	-5%	-0.6%
O=C(CSc1nnc(-c2ccncc2)n1C1CCCCC1)Nc1cccc(O)c1	-3%	-3%	0%	6%	10%	1%	44%	-6%	0.5%
O=C(CSc1ccsc1[N+](=O)[O-])N1CCN(c2ccccn2)CC1	-2%	-4%	8%	-22%	?	7%[57.1 µM]	30%	-7%	2.0%
CC(NC(=O)COC(=O)CCc1ccccc1)c1ccccc1 (stereo not given)	-13%	16%	5%	-2%	6%[57.1 µM]	1%[57.1 µM]	7%	0%	-1.3%
O=C(CSc1cn[nH]n1)Nc1nc2ccccc2s1	-12%	4%	1%	-5%	-4%[57.1 µM]	5%[57.1 µM]	7%	3%	0.8%
CCOC(=O)C1(CC2CC2)CCN(C(=O)c2cc(C3CC3)nc3ccccc23)CC1	?	2%	-3%	13%	1%[57.1 µM]	3%[57.1 µM]	-1%	1%	-1.6%
O=C(CCCc1ccccc1)NCc1ccccn1	-10%	1%	1%	/	?	7%	-5%	-4%	1.4%
O=C1[C@H]2[C@@H](c3ccc(C(F)(F)F)cc3)N[C@]3(CCCN(Cc4ccc(Br)cc4)C3=O)[C@H]2C(=O)N1Cc1ccccc1	-13%	-5%	13%	?	/	/	/	-5%	/
Cc1cc(NC(=O)COC(=O)CNS(=O)(=O)c2c(F)cc(F)cc2Br)no1	-12%	-2%	-3%	1%	8%[2.29 µM]	9%[57.1 µM]	5%	-1%	/

Ordered by heavy-atom count (ascending): part of the list above.
SMILES	USP1 inh	Vif-A3F inh	mIDH1 inhibitor	12-LOX inh	TrxR1 inh	TrxR1 substrate	RGS4 inh	Vif-A3G inh	RXFP1 agonist
CCCC/C=C/C(NC(=O)c1ccc(C(=O)OC)cc1)c1ccccc1 (stereo not given)	-19%	5%	-1%	-37%	-1%[57.1 µM]	-2%	7%	-3%	/
O=C(CSc1nnc(-c2ccncc2)n1C1CCCCC1)Nc1cccc(O)c1	-3%	-3%	0%	6%	10%	1%	44%	-6%	0.5%
COc1ccccc1N(Cc1cc(=O)[nH]c2ccccc12)C(=O)c1ccc([N+](=O)[O-])cc1	-14%	-13%	-8%	0%	8%	-3%	-7%	0%	-1.0%

Profiles, quoted from the list. Order of screens: USP1 inh	Vif-A3F inh	mIDH1 inhibitor	12-LOX inh	TrxR1 inh	TrxR1 substrate	RGS4 inh	Vif-A3G inh	RXFP1 agonist
O=C1c2ccccc2NC(c2ccc(-c3ccc(Br)cc3)o2)N1O (stereo not given) across the screens: -21%	-11%	11%	20µM*	-6%	10%	5%	-4%	2.4%
CN1C(=O)[C@H]2[C@@H](c3ccc(F)cc3)N3C(=O)c4ccccc4NC(=O)[C@@]3(C)[C@H]2C1=O across the screens: 15%	2%	-1%	/	7%[57.1 µM]	6%[57.1 µM]	26%	-4%	-0.3%
Cc1ccc(S(=O)(=O)N(CC(O)CN(C)C)c2ccccc2)cc1 (stereo not given) across the screens: -8%	-16%	2%	-11%	1%[57.1 µM]	5%[57.1 µM]	-25%	0%	0.0%
Cc1ccc(OCCn2cnc(Cl)c2Cl)cc1 across the screens: -20%	?	5%	0%	18%[57.1 µM]	6%[57.1 µM]	-49%	-5%	1.0%

Some of the compounds tested; count on the stated rates, not on these rows.
